Source: PubChem
KCNQ2 inh: KCNQ2 potassium channel inhibitors, primary screen, cell-based, CHO-K1, FluxOR thallium flux, B-score (AID 2156) | Potassium voltage-gated channel subfamily KQT member 2 (Rattus norvegicus), O88943 | 20 min; stronger effect = lower value | B-score at 10 µM | hit rate 1.1% among 310,000;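 active = fluorescence ratio B-score at most minus 3 library SDs, with starting brightness B-score within 2 library SDs, cut at about -5.5 in these data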
Target sequence (O88943 whole entry, looked up): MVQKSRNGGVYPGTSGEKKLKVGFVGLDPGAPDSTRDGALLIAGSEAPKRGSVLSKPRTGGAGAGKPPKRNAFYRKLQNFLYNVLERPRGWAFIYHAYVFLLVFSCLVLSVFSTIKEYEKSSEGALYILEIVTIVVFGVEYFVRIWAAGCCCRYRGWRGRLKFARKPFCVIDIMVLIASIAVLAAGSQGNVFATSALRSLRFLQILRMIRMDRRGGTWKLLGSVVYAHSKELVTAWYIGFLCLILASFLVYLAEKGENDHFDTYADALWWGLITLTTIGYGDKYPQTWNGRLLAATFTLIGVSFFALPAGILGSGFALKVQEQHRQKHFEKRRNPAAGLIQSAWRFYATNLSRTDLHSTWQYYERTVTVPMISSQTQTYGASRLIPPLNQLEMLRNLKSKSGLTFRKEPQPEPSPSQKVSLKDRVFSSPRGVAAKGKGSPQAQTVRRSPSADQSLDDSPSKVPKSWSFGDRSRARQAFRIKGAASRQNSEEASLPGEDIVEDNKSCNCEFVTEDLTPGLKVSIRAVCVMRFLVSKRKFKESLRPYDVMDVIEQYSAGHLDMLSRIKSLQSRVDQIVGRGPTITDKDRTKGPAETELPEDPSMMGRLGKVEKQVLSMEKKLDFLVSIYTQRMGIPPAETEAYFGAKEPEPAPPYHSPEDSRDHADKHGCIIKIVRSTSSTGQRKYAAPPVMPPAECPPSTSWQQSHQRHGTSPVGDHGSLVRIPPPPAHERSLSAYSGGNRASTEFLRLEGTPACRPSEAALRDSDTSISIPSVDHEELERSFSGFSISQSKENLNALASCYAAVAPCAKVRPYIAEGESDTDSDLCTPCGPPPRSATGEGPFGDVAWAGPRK
CHT inh: inhibitors of human choline transporter CHT; High affinity choline transporter 1 (Homo sapiens), Q9GZV3; CHT-expressing cells, membrane potential dye, choline response; stronger effect = lower value; B-score at 10 µM; hit rate 0.86% among 310,000;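 active = B-score over 3 SD under the library average, and starting fluorescence ratio not unusually high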;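 note: choline stimulus applied at its EC90 after an EC20 pre-addition; B-score computed on integrated fluorescence ratio after choline addition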
Starred values were filed as active, the others as inactive; i = inactive; x = no result given.

SMILES	KCNQ2 inh	CHT inh
COc1ccc2c(=O)c(Oc3ccc(C(=O)O)cc3)c(C(F)(F)F)oc2c1	i	i
S=c1[nH]nc(-c2ccc(Cl)cc2Cl)n1-c1ccc2c(c1)OCCO2	i	i
O=C(NC1CC1)C1CC(=O)N(c2cccc(Cl)c2)C1 (stereo unspecified)	i	i
O=c1[nH]c(-c2ccccc2)ncc1Oc1ccccc1	i	i
CC(C)(C)CC(=O)NC(=S)Nc1ccccc1[N+](=O)[O-]	i	i
Cc1ccc(CN(C)C(=O)c2cc(COc3ccc(F)cc3Cl)on2)o1	i	i
C/C(=N\NC(=S)Nc1ccccc1C)C1Cc2ccccc2C(=O)O1 (stereo unspecified)	i	i
O=C(Nc1ncn[nH]1)c1cc(S(=O)(=O)Nc2cccc(C(F)(F)F)c2)ccc1Cl	i	i
O=C1COc2ccc(S(=O)(=O)CCC(=O)N3CCN(c4ccccc4)CC3)cc2N1	i	i
O=C(NNC(=S)NC(=O)c1ccccc1)c1ccc([N+](=O)[O-])cc1	i	i
CSc1ccc(CN2CCN(C3CCCC3)C(CCO)C2)cc1 (stereo unspecified)	i	i
O=C(CCCCCn1c(=S)[nH]c2ccc(N3CCOCC3)cc2c1=O)NC1CCN(Cc2ccccc2)CC1	i	i
Cc1ccc(NC(=O)c2cc(=O)c3ccccc3o2)cc1	i	i
Cc1cccc(NC2=NC(C)(C)N=C(N)N2)c1	i	i
CC(=O)c1csc(Nc2ccccc2Cl)n1	i	i
O=C(CNC(=O)c1ccco1)NCc1nc2ccccc2[nH]1	i	i
O=C(Nc1ccc(Br)cc1)c1ccc(N2C(=O)C3CCCCC3C2=O)cc1 (stereo unspecified)	i	i
COc1ccc(CC(=O)Nc2ccc(/C(C)=N\NC(=O)c3ccc(Br)o3)cc2)cc1	i	x
Cc1ccc(S(=O)(=O)NCCC(=O)Nc2ccc3c(c2)OCO3)cc1	i	i
CC(=O)Oc1c(Sc2ccccc2[N+](=O)[O-])c(C)nn1C(C)(C)C	i	i
O=C(Nc1cc(F)ccc1F)C1CCCO1 (stereo unspecified)	i	i
CCCCOC(=O)/C=C\C(=O)OCCCC	i	i
CCc1[nH]nc2c1C(C1C=CCCC1)C(C#N)=C(N)O2 (stereo unspecified)	i	i
COc1ccc(/C=N/NC(=O)c2ccoc2C)cc1OC	i	i
O=C(Nc1ccc(Cl)cc1C(=O)NCCN1CCOCC1)c1ccc(Cl)cc1Cl	i	i
CCc1n[nH]c(=S)n1/N=C/c1c[nH]c2ccc(Br)cc12	i	i
CNC(=S)NNC(=O)c1cn(C)nc1C	i	i
Cc1csc2nc(CCNS(=O)(=O)c3cccs3)cn12	i	i
COc1ccc(OC)c(CN2C(=O)c3ccccc3C2C(=O)NCc2cccnc2)c1 (stereo unspecified)	i	i
Cc1ccc(C)c(OCc2n[nH]c(=S)o2)c1	i	i
C=CCc1cccc(/C=N/NC(=O)CCC(=O)Nc2ccc(F)cc2)c1O	i	i
Fc1ccc(NC(=S)NCc2ccccc2)cc1	i	i
Cc1ccc2c(COn3nnc4ccc(S(=O)(=O)N(C)C)cc43)cc(=O)oc2c1C	i	x
CCC(C)(c1nnnn1-c1c(C)cccc1C)N(N=O)c1cccc(C(F)(F)F)c1 (stereo unspecified)	i	i
Cc1ccc(-c2nnn(CC(=O)N(CCCO)C(C(=O)NC3CCCC3)c3ccc(Cl)cc3)n2)o1 (stereo unspecified)	i	i
CCCCNC(=O)C1CCC(CNS(=O)(=O)c2ccc(NC(C)=O)cc2)CC1 (stereo unspecified)	i	i
Cc1cc(NC(=O)CN2CCN(c3ccccn3)CC2)ccc1Br	i	i
COC(=O)c1ccc(OC)cc1OCC(=O)N1CCN(c2ccc(F)cc2)CC1	i	i
C=CCn1c(-c2cccn(Cc3ccc(Cl)cc3)c2=O)n[nH]c1=S	i	i
Cc1cccc(-n2nnc(C(=O)Nc3ccc(F)cc3)c2N)c1	i	i
NC(=O)c1ccc(Nc2ccc3c(c2)CCC3)c([N+](=O)[O-])c1	i	i
COc1ccc(NC(=O)c2ccc(N3C(=O)C4CC=C(Cl)CC4C3=O)cc2)cc1 (stereo unspecified)	i	i
O=C(NCc1cnn(-c2ccc(F)cc2)c1)C1CCC(=O)N(C2CC2)C1 (stereo unspecified)	i	i
CCn1c(SCC(=O)Nc2cc(C)c(Cl)cc2OC)nnc1-c1ccco1	i	i
Cc1ccc2c(c1)C(c1ccccc1)N(C(=O)c1ccccc1[N+](=O)[O-])CC(=O)N2 (stereo unspecified)	i	i
CS(=O)(=O)c1ccc(-c2cccc(NC(=O)c3ccc(Br)o3)c2)nn1	i	i
CCCCn1c(N)c(-c2nc3ccccc3s2)c2c([N+](=O)[O-])nn(C)c(=O)c21	i	i
O=[N+]([O-])c1cc(S(=O)(=O)N2CCOCC2)ccc1N1CCCC1	i	i
CCc1cc(=O)oc2c(C)c(OCC(=O)N3CCC(C(=O)O)CC3)ccc12	i	i
C=CCn1c(O)c(N=NC(=O)CNC(=O)c2ccco2)c2ccccc21	i	i
Oc1ccc(N=Cc2ccc(-c3cccs3)s2)cc1	i	i
COc1ccccc1Nc1nc(-c2sc(NC(=O)c3ccccc3)nc2C)cs1	i	i
O=C(CCN1c2ccccc2Sc2ccccc21)OCc1nnc(-c2ccccc2)o1	i	i
COc1ccc(C)cc1NC(=O)C1CCCN(S(=O)(=O)c2cccnc2)C1 (stereo unspecified)	i	i
CCOC(=O)C(C)/C(C)=N/NC(=O)c1cc2ccccc2cc1O (stereo unspecified)	i	i
COC(=O)CN(c1nc(C)c(Br)c(OC)n1)S(=O)(=O)c1ccc(C)cc1	i	i
Cc1cc(C(C)(C)C)oc1C(=O)N(CC(=O)NC1CCCC1)Cc1ccccc1	i	i
COc1ccc(NC(=O)c2c3c(nc4ccccc24)CCC3)cc1S(=O)(=O)N1CCOCC1	i	i
COCCCNC(=O)CN(c1cccc(Cl)c1C)S(C)(=O)=O	i	i
COc1cc(N2CCOCC2)ccc1C=C(C#N)C#N	i	i

Following part
SMILES	KCNQ2 inh	CHT inh
COC(=O)CSc1ccc2nnc(CCNS(=O)(=O)c3ccc(C)cc3)n2n1	i	i
CN1CCN(C(=O)c2cc([N+](=O)[O-])ccc2Cl)CC1	i	i
O=C(CCc1nc(-c2ccccc2)no1)N1CCCC1	i	i
O=C(CSc1ncn[nH]1)NC1CC2CCC1C2 (stereo unspecified)	i	i
COC(=O)C1C(=O)C2=C(CC1C)NC(=O)CC2c1cccc(C)c1 (stereo unspecified)	x	i
COc1cc(CN(C)CC2CCCN(CCc3ccccc3F)C2)cc(Cl)c1OC (stereo unspecified)	i	i
Nc1ncc2c(n1)-c1ccccc1CC2	i	i
COc1ccc(NC(=O)[C@@]2(CC(=O)O)CC(/C=C/c3ccccc3)=NO2)cc1	i	i
O=c1c2ccc(Cl)cc2nc(-c2cccc(C(F)(F)F)c2)n1O	i	i
CCCCNCCOCCOc1ccc(C)cc1Br	i	i
COc1ccc(NC(=O)C2CCN(c3ncnc4c3nc3n4CCCCC3)CC2)c(OC)c1	i	i
COc1ccc(Cl)cc1NC(=O)CN(C)Cc1cccs1	i	i
CC(=O)c1c(C)[nH]c(C(=O)Nc2nc(-c3ccccc3)c(C)s2)c1C	i	i
N/C(=N\OC(=O)c1ccc(Cl)c([N+](=O)[O-])c1)c1ccccc1	i	i
COc1ccc(N(CC(=O)NCc2ccco2)C(=O)CCC(=O)Nc2nccs2)c(OC)c1	i	i
CCOc1ccc(C(=O)NCc2ccco2)cc1	i	i
CC1(C)CC(=O)C=C(Nc2ccc(Br)cn2)C1	i	i
O=C(Nc1ccccc1)Nc1ccc(O)c2ccccc12	i	i
CCCc1nnc(NC(=O)CCC(=O)Nc2ccc(F)cc2)s1	i	i
CCOC(=O)c1c(CN2CCOCC2)n(-c2ccccc2)c2ccc(O)cc12	i	i

Six structures from above, sorted by heavy-atom count, lowest first:
SMILES	KCNQ2 inh	CHT inh
O=C(CSc1ncn[nH]1)NC1CC2CCC1C2 (stereo unspecified)	i	i
CN1CCN(C(=O)c2cc([N+](=O)[O-])ccc2Cl)CC1	i	i
N/C(=N\OC(=O)c1ccc(Cl)c([N+](=O)[O-])c1)c1ccccc1	i	i
CCCc1nnc(NC(=O)CCC(=O)Nc2ccc(F)cc2)s1	i	i
CC(=O)c1c(C)[nH]c(C(=O)Nc2nc(-c3ccccc3)c(C)s2)c1C	i	i
CCOC(=O)c1c(CN2CCOCC2)n(-c2ccccc2)c2ccc(O)cc12	i	i

Next section:
SMILES	KCNQ2 inh	CHT inh
O=C(NNc1ccccc1Br)C(=O)n1ccc2ccccc21	i	i
CCOc1ccc(-c2noc(CCCC(N)=O)n2)cc1OC	i	i
O=C(Nc1cccnc1)c1ccc(CN2CCc3ccccc3C2)cc1	i	i
O=C(O)COCC(=O)NCc1nc(-c2ccc(C(F)(F)F)cc2)no1	i	i
Cc1ccccc1CN1CCN(S(=O)(=O)c2ccc(Cl)s2)CC1	i	i
CCc1ccc(S(=O)(=O)Nc2ccc(N3CCN(C)CC3)cc2)cc1	i	i
O=C(c1cccnc1)N1CCN(S(=O)(=O)c2ccc(S(=O)(=O)N3CCCC3)cc2)CC1	i	i
COc1ccccc1/C=C\C(=O)NCC(=O)N/N=C/c1cccc(OC)c1O	i	i
COc1ccc(-c2noc(CCCC(=O)NCCc3ccccc3)n2)cc1OC	i	i
O=C(O)CSCCn1cccn1	i	i
NCc1cccc(-n2cccn2)c1	i	i
CCCCOC(=O)CCN1C(=O)/C(=C2\SC(=S)N(CCC(=O)OCCCC)C2=O)SC1=S	i	i
CCOc1ccccc1-c1cc(C(=O)N/N=C/c2ccc(O)c(OC)c2)c2ccccc2n1	i	i
O=C1CCNc2ccc(-c3ccccc3)cc21	i	i
Cn1nnnc1SCC(=O)c1cccs1	i	i
COc1cccc(-c2noc(-c3ccc4c(c3)OCO4)n2)c1	i	i
O=C(Nc1ncc2c(n1)-c1ccccc1OC2)c1ccc(F)cc1	i	i
Cc1cnc(C)c(N2CCC(C(=O)NCc3cccs3)CC2)n1	i	i
Cc1cc2ccccn2c1C(=O)c1ccc(Cl)c([N+](=O)[O-])c1	i	i
CCCCn1c(/C=C/c2ccco2)nc2ccccc21	i	i
COC(=O)c1ccccc1NC(=O)N1CCN(S(C)(=O)=O)CC1	i	i
O=C(c1cc2c(s1)CCCC2)N1CCN(C(=O)C2CCCO2)CC1 (stereo unspecified)	i	i
COC(=O)Cc1c(O)ccn(Cc2cccc3ccccc23)c1=O	i	i
COc1ccc(CC(=O)Nc2ccc(S(=O)(=O)NCC3CCCO3)cc2)cc1 (stereo unspecified)	i	i
O=C(NCc1ccco1)c1nc2nc(-c3cccs3)cc(C(F)(F)F)n2n1	i	i
CCc1ccc(N2CC(C(=O)NNC(=O)c3ccc(F)cc3)CC2=O)cc1 (stereo unspecified)	i	i
CC(C)CN(Cc1cc(=O)oc2cc(-c3ccccc3)c(O)cc12)CC(C)C	-7.5*	i
COc1ccccc1NS(=O)(=O)c1cccc(C(=O)N2CC(C)OC(C)C2)c1 (stereo unspecified)	i	i
O=C(NCCc1ccccc1)c1ccc([N+](=O)[O-])cc1	i	i
Cc1ccc(Nc2nnc(-c3ccccc3N)o2)cc1C	i	i
N#Cc1nc(-c2ccco2)oc1N1CCN(Cc2ccccc2)CC1	i	i
COc1ccc(S(=O)(=O)Nc2ccc(F)c(F)c2)cc1C(=O)N1CCOCC1	i	i
COc1ccc(C(=O)Nc2cccc3cccnc23)cc1OC	i	i
COc1ccc(CC(=O)NC2CCCCCC2)c(OC)c1	i	i
CCC1(CC)NC(=O)N(CC(=O)OCC(=O)NC(=O)c2ccccc2OC)C1=O	i	i
CCn1cc(C(=O)NCc2cccnc2)c2cc(OC)c(OC)cc2c1=O	i	i
NC(=O)CSc1cn(Cc2cccc(F)c2)c2ccccc12	i	i
COc1cccc(C2c3c(-c4ccccc4O)n[nH]c3C(=O)N2Cc2ccco2)c1 (stereo unspecified)	i	i
NNC(=O)c1sccc1OCc1cccc(C(F)(F)F)c1	i	i
CC(C)C(C)NC(=O)COc1ncnc2sccc12 (stereo unspecified)	i	i
CCn1nnc(NC(=O)C(c2ccccc2)c2ccccc2)n1	i	i
O=C(N/N=C\c1ccccn1)c1ccccc1O	i	i
COc1ccccc1CO/N=C/c1cccn1-c1nccc(N(C)C)c1C#N	i	i
O=C(CCCCCNC(=O)N1CCn2c1nc1ccccc12)N[C@H](Cc1ccccc1)C(=O)O	i	i
COc1ccc(-n2c(N)c(C(=O)NCC3CCCO3)c3nc4ccccc4nc32)c(OC)c1 (stereo unspecified)	i	i
Nc1sc(-c2ccccc2)cc1C(=O)N/N=C/c1ccc(Cl)cc1	i	i
Clc1ccc(N=c2ssnc2Cl)nc1	i	i
O=C(O)c1cc(N2C(=O)C3CCCCC3C2=O)ccc1NCc1cccnc1 (stereo unspecified)	i	i
O=C(CN1CCN(S(=O)(=O)c2ccc(Cl)cc2)CC1)NC1CC1	i	i
CCOC(=O)c1cn(CC(=O)Nc2cccc(F)c2)nn1	i	i

Entries of single compounds from above. Screens in order: KCNQ2 inh | CHT inh
Clc1ccc(N=c2ssnc2Cl)nc1 across the screens: i | i
O=C(O)c1cc(N2C(=O)C3CCCCC3C2=O)ccc1NCc1cccnc1 (stereo unspecified) across the screens: i | i
O=C(N/N=C\c1ccccn1)c1ccccc1O across the screens: i | i
COc1ccc(-n2c(N)c(C(=O)NCC3CCCO3)c3nc4ccccc4nc32)c(OC)c1 (stereo unspecified) across the screens: i | i
O=C(CCCCCNC(=O)N1CCn2c1nc1ccccc12)N[C@H](Cc1ccccc1)C(=O)O across the screens: i | i

In the list so far, 3 have a tert-butyl group:
SMILES	KCNQ2 inh	CHT inh
CC(C)(C)CC(=O)NC(=S)Nc1ccccc1[N+](=O)[O-]	i	i
CC(=O)Oc1c(Sc2ccccc2[N+](=O)[O-])c(C)nn1C(C)(C)C	i	i
Cc1cc(C(C)(C)C)oc1C(=O)N(CC(=O)NC1CCCC1)Cc1ccccc1	i	i
